# TEAD-YAP inh: TEAD-YAP interaction inhibition. HEK-TIYL cells, TEAD-Gal4/YAP UAS-luciferase luminescence. inhibition, % at 9.12 µM. actives 1.4% (n = 640,000). AID 1259422; in the data active = inhibition above about 32%;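 also: 0% = median of test compound wells and 100% = reference inhibitor wells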
# GPR151 ag: activators of human GPR151 | PathHunter beta-arrestin GPR151 cells, luminescence | activation, % at 11.2 µM | actives 1% (n = 650,000); in the data active = activation above about 4.9%;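 also: 0% = median of compound wells and 100% = cells with positive control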
# Target sequence (Q8TDV0 whole entry, looked up): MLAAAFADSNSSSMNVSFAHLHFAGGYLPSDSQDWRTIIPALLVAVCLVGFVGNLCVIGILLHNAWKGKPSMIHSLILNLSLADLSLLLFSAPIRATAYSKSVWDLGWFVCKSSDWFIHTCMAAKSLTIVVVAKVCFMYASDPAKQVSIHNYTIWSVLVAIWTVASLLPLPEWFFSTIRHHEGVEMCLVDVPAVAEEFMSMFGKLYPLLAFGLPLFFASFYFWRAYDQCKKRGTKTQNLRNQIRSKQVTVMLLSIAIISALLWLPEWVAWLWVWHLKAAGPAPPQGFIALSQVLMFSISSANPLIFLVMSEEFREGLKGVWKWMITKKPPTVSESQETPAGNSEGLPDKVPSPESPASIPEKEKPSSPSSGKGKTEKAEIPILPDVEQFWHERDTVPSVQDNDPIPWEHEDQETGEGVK
# MITF primary: blocks human microphthalmia-associated transcription factor; AlphaScreen MITF homodimerization, bead proximity signal; inhibition, % at 2.6 µM; actives 0.91% (n = 650,000); AID 1259374; in the data active = inhibition above about 50%;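 also: 0% = vehicle wells with protein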
# FBW7 act: activators of human E3 ligase FBW7; Q969H0; AlphaScreen FBW7–phospho-cyclin E peptide binding, activator screen; normalized activity (activation), % at 26.1 µM; actives 0.13% (n = 650,000); in the data active = normalized activity above about 1.9%;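 also: purified mutant Fbw7 with reduced substrate affinity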
# Target sequence (Q969H0 whole entry, looked up): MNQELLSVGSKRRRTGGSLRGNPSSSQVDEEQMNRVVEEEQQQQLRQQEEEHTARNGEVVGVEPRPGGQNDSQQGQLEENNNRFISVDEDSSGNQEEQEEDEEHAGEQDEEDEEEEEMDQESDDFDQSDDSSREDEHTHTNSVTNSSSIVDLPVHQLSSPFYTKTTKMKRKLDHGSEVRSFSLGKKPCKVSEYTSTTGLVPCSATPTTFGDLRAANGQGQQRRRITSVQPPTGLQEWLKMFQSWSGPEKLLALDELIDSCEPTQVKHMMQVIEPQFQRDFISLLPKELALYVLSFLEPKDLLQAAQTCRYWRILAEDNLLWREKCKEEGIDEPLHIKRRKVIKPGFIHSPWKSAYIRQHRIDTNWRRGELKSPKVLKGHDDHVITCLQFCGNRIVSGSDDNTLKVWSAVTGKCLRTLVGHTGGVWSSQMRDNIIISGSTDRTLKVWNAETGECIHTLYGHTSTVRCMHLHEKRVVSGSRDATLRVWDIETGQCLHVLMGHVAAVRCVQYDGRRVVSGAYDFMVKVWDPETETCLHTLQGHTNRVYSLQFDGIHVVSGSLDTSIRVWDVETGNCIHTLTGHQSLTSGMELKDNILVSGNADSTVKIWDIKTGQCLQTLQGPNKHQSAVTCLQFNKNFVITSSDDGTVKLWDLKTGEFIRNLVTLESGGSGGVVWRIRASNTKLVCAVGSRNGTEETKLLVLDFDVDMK
# * hit, by the source's call; · = no result given.
SMILES,TEAD-YAP inh,GPR151 ag,MITF primary,FBW7 act
CC(Cl)C(=O)c1c(N)n(C)c(=O)n(C)c1=O (configuration not stated),-8.2,1.6,-7.6,0.1
O=C(Nc1c2c(nn1-c1ccc([N+](=O)[O-])cc1)CSC2)c1ccco1,-2.4,1.7,16.3,1.0
COCCN=C1SC(C(=O)Nc2cccc(C#N)c2)C(N)=C1C(=O)N1CCN(C)CC1 (configuration not stated),-1.5,0.7,0.9,-0.1
Cc1ccc(NC(=O)C2C3C=CC4(O3)C2C(=O)N(Cc2cccs2)C4C(=O)NC2CCCCC2)cc1 (configuration not stated),6.2,0.0,17.1,-0.1
CCC1CN(CCC(=O)N(C)Cc2ccsc2)Cc2cc(OC)ccc2O1 (configuration not stated),0.4,0.5,-3.6,0.1
C=CCn1c(=O)c(C(=O)Nc2ccc(Br)cc2)c(O)c2ccccc21,0.9,1.2,-2.7,0.1
O=C(NC1CCN(Cc2ccccc2)CC1)c1cccc(-c2ccccc2)n1,-6.3,-0.9,0.2,0.7
Cc1nc(NC(=O)c2cccs2)sc1C(=O)N1CCCCC1,-2.6,-4.5,-0.5,1.0
CCCCNc1nc2c(c(=O)[nH]c(=O)n2C)n1Cc1ccccc1Cl,-1.4,-0.3,14.2,0.2
Cc1cccc(NC(=O)Nc2c(C)n(C)n(-c3ccccc3)c2=O)c1,4.6,-0.3,10.9,0.1
Cc1ccc(N(C(=O)c2cccc(N)c2)c2ccc3ccccc3c2)cc1,-15.2,-0.1,11.3,-0.3
CCOC(=O)CCc1c(C)nc2cc(-c3cccc(Cl)c3)[nH]n2c1=O,-4.8,-0.1,17.2,0.3
CCOC(=O)c1ccc2ncc(C(=O)OCC)c(Nc3cc(Cl)ccc3OC)c2c1,15.6,1.2,-3.4,-0.1
Cc1ccc(C(=O)NCCc2nnc3ccc(SCC(N)=O)nn23)cc1,3.9,-0.4,9.4,0.7
CCNC(=O)CN(c1ccc(OC)cc1OC)S(=O)(=O)c1ccccc1,4.7,1.1,-6.8,0.1
N#C/C(=C/c1ccc2c(c1)OCO2)C(=O)Nc1cccc(Br)c1,-3.8,1.7,-18.3,-0.1
O=C1CC(C(=O)Nc2ccc(-c3cn[nH]c3)cc2)Cc2ccccc21 (configuration not stated),34.5*,0.1,-7.9,0.0
Cc1nc2c(-c3ccccc3)c(C)nn2c(C)c1CC(=O)N1CCC(C(N)=O)CC1,0.5,-2.4,4.7,-0.2
COCCN1C=C(C(=O)OC)C(c2cccs2)C(C(=O)OC)=C1,-16.7,1.2,2.0,0.4
COc1ccc(S(=O)(=O)Nc2ccccc2Oc2ccccc2)cc1,2.2,-0.1,14.8,-0.1
Cn1c2c(c(=O)n(C)c1=O)C(c1ccc(F)c(F)c1)C1=C(COC1=O)N2 (configuration not stated),9.8,2.8,-1.3,0.1
CC(=O)Nc1ccc(SCCCC(=O)N2CCN(c3ccccc3Cl)CC2)nn1,3.4,1.2,-16.0,0.0
COc1ccccc1NC(=O)c1ccc(F)c([N+](=O)[O-])c1,-17.6,-0.5,-4.5,-0.2
CCOc1ccc2[nH]c(=O)c(CN(CC3COCCO3)C(=O)c3ccccc3F)cc2c1 (configuration not stated),2.2,0.3,5.3,0.1
CCCN(C(=O)CCc1nc(-c2ccc(OC)cc2)no1)c1ccc(OCC)cc1,-8.2,0.6,-7.8,-0.3

# Remaining list, next part:
SMILES,TEAD-YAP inh,GPR151 ag,MITF primary,FBW7 act
CCc1ccc(OC(=O)c2cncc(Br)c2)cc1,10.3,-1.4,2.8,0.4
COc1ccc(NS(=O)(=O)c2cc(S(=O)(=O)c3ccccc3)ccc2C)cc1,-3.3,-0.2,-2.1,-0.1
O=C(CCCn1c(=O)[nH]c2ccccc2c1=O)NC1CCN(Cc2ccccc2)CC1,1.4,0.0,12.0,0.3
COC(=O)Cn1cc(/C=C2/NC(=O)NC2=O)c2ccccc21,4.0,-1.0,-6.9,-0.2
Cc1cccc(-n2c(O)c(C=Nc3ccc(SC#N)cc3)c(=O)[nH]c2=O)c1,6.0,-1.3,-2.4,-0.3
Cc1c(F)cccc1NC(=O)CSCC(=O)Nc1ccccc1,1.0,1.3,10.2,0.0
CCN(CCCNC(=O)Cn1c(=O)[nH]c2ccccc2c1=O)c1ccccc1,-11.0,-0.7,14.5,0.1
N#CC1=C(SCC(=O)Nc2ccc(Br)cc2)NC(=O)CC1c1ccc(F)cc1 (configuration not stated),-5.9,1.7,3.9,-0.2
Clc1ccc(-c2ccc(-c3nc4ccccc4o3)o2)cc1,-19.9,-0.1,11.0,0.1
Cc1ccsc1CN1CCN(c2ccccn2)CC1,-0.8,-0.3,22.9,-0.2
O=C(CN1C(=O)NC(Cc2ccccc2)C1=O)Nc1ccc(N2CCOCC2)cc1 (configuration not stated),-1.1,-2.4,1.0,-0.2
CC(=O)c1cccc(NC(=O)CSc2ncnc3sc(C)c(C)c23)c1,3.1,2.1,6.6,0.7
CC(=O)c1cc(CN2CCN(CC=C(C)C)C(CCO)C2)cs1 (configuration not stated),12.4,1.2,2.9,0.0
CCC(C)NC(=O)CCC(=O)Nc1ccc2nc(N3CCN(CC)CC3)cc(C)c2c1 (configuration not stated),-5.2,-0.7,-5.8,0.1
CCOC(=O)c1c(C)n(-c2ccccc2)c2ccc(OC(=O)c3cccs3)cc12,0.6,-0.7,-5.1,-0.1
CCOc1cc(-c2nc3sc4c(c3c(=O)[nH]2)CCCC4)ccc1OCc1ccccc1C#N,6.1,0.5,0.4,-0.2
O=C(Nc1cnc(-c2cn[nH]c2)nc1)C1COc2ccccc2O1 (configuration not stated),-15.1,0.0,5.1,-0.2
CN(C)c1nc2nonc2nc1N(C)CCc1cnn(C)c1,-1.6,0.2,-9.4,0.0
Nc1nc(SCc2nnc(-c3ccc(F)cc3)o2)n[nH]1,-21.2,0.9,6.0,0.0
CC(C)CC(NC(=O)c1ccco1)c1nc2cccnc2n1C (configuration not stated),-7.0,0.6,-5.5,0.0
Cc1ccc2c(c1)-c1onc(C(=O)N(C)Cc3ccco3)c1CO2,5.5,-0.3,16.9,0.4
CCOc1ccccc1-n1c(=S)sc2c(=O)n(-c3ccc(C)cc3)c(SCC(=O)N3CCCC3)nc21,7.2,1.7,-4.4,0.0
COc1ccc(OC)c(NC(=S)NC(=O)c2ccccc2[N+](=O)[O-])c1,-5.7,1.4,16.1,-0.3
Cc1cccc(NC(=O)c2cc3c(=O)n(C)c(=O)n(C)c3s2)c1C,4.7,0.9,-4.0,0.0
Cc1cc(OC(=O)c2ccc(Br)o2)c([N+](=O)[O-])c(=O)[nH]1,3.3,-0.7,7.4,0.1

# Remaining list, next part
SMILES,TEAD-YAP inh,GPR151 ag,MITF primary,FBW7 act
CCOC(=O)c1cccc(NC(=O)/C=C/c2ccc([N+](=O)[O-])cc2)c1,6.2,1.6,16.2,0.0
O=C(OCc1nc2c(ccc3ccccc32)[nH]1)c1ccc([N+](=O)[O-])cc1,-3.9,0.7,-5.8,0.1
O=C(O)CCn1cc(/C=C2\SC(=S)NC2=O)c(-c2cccc(Br)c2)n1,-10.3,0.3,9.4,-1.0
C[C@H]1CC[C@H]2C(=O)N[C@H](Cc3ccccc3)C(=O)N2[C@@H]1c1ccccc1,·,1.4,-9.1,-0.1
Cc1ccc(CNS(=O)(=O)c2cc(C(=O)Nc3ccc(Br)cc3)ccc2F)cc1,5.4,0.1,30.9,0.0
N#CC1=C(N)N(c2ncn[nH]2)C2=C(C(=O)CC(c3ccccc3)C2)C1c1ccc(Cl)cc1 (configuration not stated),1.9,0.8,-4.3,0.1
CCOc1cc(C2C(C(=O)N3CCCCC3)=C(C)NC3=C2C(=O)CCC3)cc(Br)c1OC (configuration not stated),11.8,4.9*,5.2,-0.1
CCCN(c1ccc(C(C)C)cc1)S(=O)(=O)c1ccc2c(c1)CCN2C(C)=O,1.1,-0.4,-2.7,-0.3
CCOC(=O)CC1C(=O)NCCN1Cc1cccs1 (configuration not stated),-6.8,0.4,-11.9,0.0
COC(=O)C1CN(C(=O)COc2cccc(C)c2C)c2ccccc2O1 (configuration not stated),-3.0,-0.2,6.8,-0.1
CCc1ccc(C(=O)COC(=O)CNC(=O)c2ccccc2)cc1,-0.1,1.9,4.2,0.0
COc1cccc(CC2(CO)CCN(C(=O)CSc3ccncc3)CC2)c1,4.2,1.2,1.0,0.1
CCOC(=O)N1CCC(N(CCN(C)C)C(=S)Nc2ccccc2C)CC1,-0.9,1.0,4.4,0.0
O=C(Oc1ccccc1Cl)c1cc2cc([N+](=O)[O-])ccc2oc1=O,-10.3,-1.2,-12.4,0.1
CC(=O)Nc1ccc(S(=O)(=O)NCc2ccc(C)cc2)cc1,-8.1,-0.4,0.2,-0.1
Cc1nc(Cc2nc3ccccc3n2Cc2ccc(F)cc2)no1,0.9,0.4,-7.7,-0.1
Cc1ccc(NCS(=O)(=O)c2ccc3ccccc3c2)cc1,-9.5,0.3,5.7,0.4
COc1ccc(C(=O)NC(=S)Nc2sc(C)c(C)c2C(N)=O)cc1Br,-7.0,-1.0,-3.3,-0.3
CCN(CC)CCNCC(O)COc1ccc(C#N)cc1 (configuration not stated),0.6,-2.7,42.9,0.4
COc1ccccc1CCc1nc2ccccc2n1C1CCN(C(=O)C2CCCO2)CC1 (configuration not stated),-11.1,1.1,-7.4,0.1
CCN(CC)CC(=O)N1CCC(n2nccc2NC(=O)Nc2cccc(F)c2)CC1,-63.7,0.5,2.0,0.0
CCOc1ccc(N2COc3ccc4cc(Br)ccc4c3C2)cc1,2.4,0.9,-4.1,-0.2
O=C(c1ccccc1Br)N1CCN(c2cc(N3CCCC3)c(F)cc2[N+](=O)[O-])CC1,3.7,0.9,2.4,0.4
CS(=O)(=O)Nc1ccc(Br)cc1C(=O)c1ccccc1,-13.8,-0.4,-2.6,0.5
O=C(CSc1nc2ccccc2c(=O)n1C1CCCCC1)c1ccc(Br)cc1,-3.9,1.2,-0.7,-0.1

# Next compounds
SMILES,TEAD-YAP inh,GPR151 ag,MITF primary,FBW7 act
COc1ccc(C2C=C(c3ccc(C)cc3)Nc3nc(CCCO)nn32)cc1 (configuration not stated),12.8,0.3,-15.0,0.2
COc1ccccc1-c1noc(CCC(=O)NC2CCCCC2)n1,0.9,3.7,10.2,0.3
CC1(C)Cc2c(c(-c3ccccc3)[nH]c(=O)c2C#N)CO1,4.3,0.3,12.6,0.1
CC(=O)c1ccc(OCCCC(=O)Nc2ccc(Br)cc2F)cc1,11.1,-0.5,2.2,0.0
COc1ccc2c(c1)-c1c(ssc1=S)C(C)(C)N2C(=O)Cc1ccccc1,-16.2,6.3*,15.7,-0.8
Cc1ccc(CC(=O)Nc2cccc(Br)c2)cc1,-8.3,1.6,-21.5,0.0
Cc1c(C(=O)Nc2ccc(F)cc2)sc2ncn(CC(=O)Nc3ccc(C(C)C)cc3)c(=O)c12,-2.8,2.1,1.4,-0.1
C(=N\Nc1nc2ccccc2o1)/c1c[nH]c2ccccc12,-69.9,1.7,6.2,-0.1
CCCCOc1ccc(/C=C2/C=C(c3ccccc3)OC2=O)cc1,5.0,-0.6,15.3,0.2
COc1ccc(N(Cc2ccc(Br)cc2)C(=O)c2ccc(Cl)cc2)cc1,15.2,-0.5,3.2,0.2
CCOc1ccc2c(c1)C(=C1SC(C(=O)OC)=C(C(=O)OC)S1)C(=S)C(C)(C)N2C(=O)CC(C)C,-1.0,-1.6,10.8,0.0
O=[N+]([O-])c1cc(S(=O)(=O)N2CCOCC2)ccc1-n1cnnc1,-4.8,-1.6,-10.3,0.2
CCCNc1ccnc2c(-c3cnn(Cc4ccccc4)c3)cnn12,-25.1,-0.2,-17.7,-0.3
COc1cccc2c(S(=O)(=O)N3CCc4ccccc4C3C(=O)O)ccnc12 (configuration not stated),8.5,0.0,3.8,-0.1
COc1ccc(Cn2nnnc2C(c2ccc(F)cc2)N2CCN3CCCC3C2)cc1 (configuration not stated),-2.6,-0.5,15.2,0.1
Clc1nc(NC2CCCC2)nc(N2CCOCC2)n1,-3.8,1.0,0.9,-0.1
CCOc1ccc(C(=O)Nc2ccc3oc(-c4ccc(F)cc4)nc3c2)cc1[N+](=O)[O-],3.3,2.7,11.8,0.0
Cc1ccccc1-c1ocnc1C(=O)N1CCN(C(=O)c2cccs2)CC1,-3.2,0.2,13.4,0.2
Cc1ccc(-c2csc(/C(C#N)=C/Nc3ccc(S(=O)(=O)N=C(N)N)cc3)n2)cc1,6.6,-1.2,20.6,0.8
Cc1cccc(NC(=O)c2ccc3nsnc3c2)c1,-23.6,-4.2,18.0,0.6
CC(C)(C)c1ccc(S(=O)(=O)N2CCN(c3cnccn3)CC2)cc1,4.4,1.2,5.0,0.0
CC1CN(C(=O)C(Sc2ccccc2)c2ccccc2)CC(C)O1 (configuration not stated),0.4,3.9,12.8,0.2

# Exported with tabs: part of the list above
SMILES	TEAD-YAP inh	GPR151 ag	MITF primary	FBW7 act
COc1ccccc1-c1noc(CCC(=O)NC2CCCCC2)n1	0.9	3.7	10.2	0.3
CC1(C)Cc2c(c(-c3ccccc3)[nH]c(=O)c2C#N)CO1	4.3	0.3	12.6	0.1
CC(=O)c1ccc(OCCCC(=O)Nc2ccc(Br)cc2F)cc1	11.1	-0.5	2.2	0.0
COc1ccc2c(c1)-c1c(ssc1=S)C(C)(C)N2C(=O)Cc1ccccc1	-16.2	6.3*	15.7	-0.8
Cc1ccc(CC(=O)Nc2cccc(Br)c2)cc1	-8.3	1.6	-21.5	0.0
Cc1c(C(=O)Nc2ccc(F)cc2)sc2ncn(CC(=O)Nc3ccc(C(C)C)cc3)c(=O)c12	-2.8	2.1	1.4	-0.1

# Record cards, from the list above:
# Listed for COc1ccccc1-c1noc(CCC(=O)NC2CCCCC2)n1 = TEAD-YAP inh = 0.9; GPR151 ag = 3.7; MITF primary = 10.2; FBW7 act = 0.3
# Listed for Cc1cccc(NC(=O)c2ccc3nsnc3c2)c1 = TEAD-YAP inh = -23.6; GPR151 ag = -4.2; MITF primary = 18.0; FBW7 act = 0.6

# Screens (PubChem BioAssay)
